Growth percent in the NCI-60 one-dose screen (48 h, 10 µM unless noted): 100 = growth as untreated, 0 = no growth, -100 = all killed.
SNB-19: SNB-19 CNS cancer cells | hit rate 2.5% among 81,000 | AID 1794751
HCT-116: HCT-116 colon cancer; hit rate 7.3% among 82,000
SF-295: SF-295 CNS cancer cells. hit rate 5.6% among 79,000. AID 1794758
HCT-15: HCT-15 colon cancer; hit rate 5.2% among 82,000
KM12: KM12 colon cancer cells. hit rate 5% among 82,000. AID 1794800
HCC-2998: HCC-2998 colon cancer. AID 1794799. hit rate 4.7% among 79,000
SF-539: SF-539 CNS cancer; hit rate 6.8% among 81,000; AID 1794752
SNB-75: SNB-75 CNS cancer; hit rate 5% among 79,000; AID 1794750
SW-620: SW-620 colon cancer. AID 1794795. hit rate 5.2% among 82,000
The depositor's hits bear a star; x = no result given; & = joins results of further samples; ! = a repeat was not active; [ ] = another dose, or the depositor's remark. How the source made its calls: active means growth percent below 10; inactive means the rest.

SMILES	SNB-19	HCT-116	SF-295	HCT-15	KM12	HCC-2998	SF-539	SNB-75	SW-620
O=C1[C@@H]2Cc3c([nH]c4ccccc34)[C@H](c3ccc(Cl)cc3)N2C(=O)CN1C1CCN(CC2CCCCC2)CC1	91	87	103	92	99	102	97	73	93
C[C@H](c1nc2ccc(C#N)cc2[nH]1)[C@H]1CC[C@H]2[C@@H]3CCC4=CC(=O)CC[C@]4(C)[C@H]3CC[C@]12C	72	50	49	45	69	67	63	76	89
Nc1c(C(=O)Nc2ccc(Cl)cc2)sc2nc3c(cc12)C(=O)CCC3	97	102	87	95	106	117	109	105	97
CC(=O)c1sc(NC(=O)Nc2ccc(C)cc2C)nc1C	78	48	54	59	60	86	97	79	73
O=C(CSc1oc(-c2ccccc2)nc1S(=O)(=O)c1ccc(Br)cc1)Nc1ccc(F)cc1	33	53	44	83	76	96	32	36	79
COc1ccc(NS(=O)(=O)c2ccc(-c3cnc(C4CC4)o3)cc2)cc1	68	39	50	30	40	86	65	45	20
C[N+](C)(CCCCCC[N+](C)(C)CC(=O)NC(N)=O)CC(=O)NC(N)=O	104	88	95	99	101	98	93	83	108
O=c1c2cc(F)ccc2sc2c(NCCCN3CCOCC3)nc3ccccc3c12	92	91	100	93	100	108	99	82	104
Cc1nn(-c2ccc(F)cc2)c2nc(-c3ccc([N+](=O)[O-])cc3)[nH]c(=O)c12	98	98	108	105	94	105	100	97	100
O=C(Nc1ccc(NC(=O)c2cc(S(=O)(=O)Nc3ccc(C(F)(F)F)cc3)c(O)c(O)c2O)cc1)c1cc(S(=O)(=O)Nc2ccc(C(F)(F)F)cc2)c(O)c(O)c1O	100	108	103	104	102	106	103	99	113
Cc1ccc2c(O)c(O)cc(NC(C)CCCN)c2n1 (stereo not given)	88	35	91	116	109	60	15	108	73
Cn1c(=O)c2c(ncn2C)n(C)c1=O	112&106	96&100	75&108	105&110	114&109	119&107	100&115	94&76	114&115
Cn1nc(NC(=O)C(F)(F)F)c2ncc(-c3ccc(Cl)cc3)nc21	76	101	119	92	101	96	79	56	109
Cc1ccc(NC(=S)S)cc1	x	93	105	92	95	97	106	67	104
CCOC(=O)C1O[N+]([O-])=C(c2ccc(OC)cc2)C1c1ccc(Cl)cc1 (stereo not given)	104	102	100	105	107	109	95	99	102
COc1ccccc1NC(=S)N(C)C	98	113	106	106	100	102	104	86	98
O=C(N/N=C/c1ccc(F)cc1)c1ccccc1Nc1ccnc(C(F)(F)F)c1	106	97	93	103	105	71	99	86	106
CCOc1nc(-c2ccccc2)cc2c(O)c(C(=O)N/N=C/c3ccncc3)[nH]c(=O)c12	97	83	106	97	102	x	94	74	129
CCOC(=O)c1nn(CC(O)c2ccccc2)c(NC(=O)Nc2ccccc2F)c1C (stereo not given)	88	92	102	107	96	107	100	97	99
CC(C)(C)NC(=O)C(OC(=O)C1CCc2cc(F)ccc2O1)c1ccccc1Cl (stereo not given)	97	94	95	99	x	102	108	83	100
Nc1nc(Nc2ccc(Cl)c(Cl)c2)c(N=O)c(=O)[nH]1	87	65	94	109	92	95	58	85	64
Cc1cc(=O)oc2cc(OCC(O)CNN3C(=O)c4cccc5c(N6CCCC6)ccc(c45)C3=O)ccc12 (stereo not given)	69	94	90	90	94	94	95	x	107
Fc1ccccc1/C=C/c1nn2c(-c3cccnc3)nnc2s1	91	100	90	88	103	107	93	100	106
COc1cc(C#N)cc(OC)c1OCCN(CCOc1c(OC)cc(C#N)cc1OC)S(=O)(=O)c1ccc(C)cc1	x	82	94	108	108	95	105	93	100
CCNCCNc1c(C)c(-c2ccc(C(F)(F)F)cc2)c(C#N)c2nc3ccccc3n12	79	93	91	79	97	99	83	58	94
Cc1ccc(F)c(C)c1NS(=O)(=O)c1c(C(=O)Nc2cccc(C#N)c2)c(C)n(C)c1C	93	96	96	96	95	105	100	85	100
COc1ccc(/C=C/c2nc(N/N=C/c3ccc(Cl)cc3)c3ccccc3n2)cc1	88	67	68	40	41	73	82	55	39
COc1cc(OC)cc(-c2n/c(=C\c3c(O)[nH]c4ccccc34)cc3c2=Nc2ccccc2-3)c1	107	77	99	93	68	97	107	84	56
COc1cc(C(=O)Nc2nn(C)c3nc4cc(C)ccc4cc23)cc(OC)c1OC	113	104	91	92	107	92	83	74	110
CN(C)c1ccc(/C=C(\C#N)c2nc3ccccc3s2)cc1	x	97	93	106	108	106	100	89	112
Cc1[nH]c(-c2nc3ccccc3[nH]2)c(C)c1C(=O)NC1CCCCC1	95	102	109	98	99	111	97	95	100
CCOC(=O)c1c(NC(=O)c2ccccc2)sc2c3c(ccc12)OCN(C)C3	8.2*	-21*	-77*	-48*	8.6*	-85*	-44*	79	-42*
Cc1ccc(Nc2nc(N)nc(N)c2N=O)cc1Cl	98	78	105	71	81	86	82	50	95
COc1ccc(-c2nn(-c3ccccc3)cc2/C=C2/SC(=S)N(C)C2=O)cc1	61	31	51	74	98	99	70	33	67
Cc1c2ccccc2nc2c1ccc1cccnc12	89	56	89	81	78	87	100	71	93
COc1cc2c(c(OC)c1OC)-c1ccc(NN(C(=O)c3ccccc3)C(=O)c3ccccc3)c(=O)cc1[C@@H](NC(C)=O)CC2 (tested in a mixture with another compound)	49	12	-31*	49	9.8*	6.1*	15	28	17
O=C1NC(c2ccccc2)(c2ccccc2)C(=O)N1CCN1C(=O)c2ccccc2C1=O	101	94	94	97	113	103	94	83	104
COc1ccc(Nc2nc(/N=C/C3=CN=CC3)n[nH]2)cc1	99	101	100	101	104	113	103	99	100
NC(=O)CC[C@H](N)C(=O)O	113&100	98&107	105&112	101&106	106&120	127&103	100&120	108&78	104&96
Cn1cc2c(=O)nc3c(-c4nc5ccccc5[nH]4)n[nH]n3c2n1	96	81	106	80	74	85	97	93	97
CCCC(c1nnnn1C1CCCCC1)N1CCN(C(=O)c2ccco2)CC1 (stereo not given)	84	32	x	45	48	76	66	77	22
C[Si](C)(C)c1cn(CCCCN2C(=O)C(=O)c3ccccc32)nn1	98	97	100	104	102	106	99	106	105
CN1C(=O)N(C)C2Nn3c(s/c(=C\c4ccc(Cl)cc4Cl)c3=O)=NC21 (stereo not given)	64	44	32	44	29	86	36	x	63
CN=C(N)NCCCCCCCCNC(N)=NC	79	95	20	92	107	93	94	55	98
CC(=O)/C(N=Nc1ccc(N=N/C(C(C)=O)=C(\C)O)cc1)=C(\C)O	92	90	96	91	101	130	105	104	116
COC(=O)/C(=N\Nc1nnc(C)n1N)C(C#N)c1ccccc1 (stereo not given)	106	113	103	107	107	97	110	102	100
O=C1CCC23C=CC(O2)C2(Nc4ccccc4NC2=O)c2cc(F)ccc2N13 (stereo not given)	108	93	117	102	94	102	97	84	107
COc1ccc(/C=C/C(=O)c2ccccc2)cc1Br	100	117	100	100	112	91	100	86	111
O=C1N=NC2=C1c1c3ccccc3c(O)n1CC2	96	94	99	113	109	101	95	103	106
Cc1cc(C)cc(C(C)C)c1	112	105	101	97	108	116	103	84	112
C[C@H](NC(=O)CNC(=O)c1cccc2c(=O)c3ccccc3[nH]c12)C(=O)O	103	103	101	99	104	106	97	93	99
CC(C)CNc1nc(N=[N+]=[N-])nc(NCC(C)C)n1	55[100 µM]	43[100 µM]	36[100 µM]	54[100 µM]	54[100 µM]	79[100 µM]	x	37[100 µM]	82[100 µM]
CCOC(=O)c1cc(C)[nH]c(=O)c1C#N	106	100	93	101	103	x	96	86	107
O=C1/C(=C/c2cn(-c3ccccc3)nc2-c2ccccc2)SC(=S)N1c1ccccc1	93	102	98	101	101	97	95	97	100
CCN(CC)C(=O)N1CCN(C)CC1	98	94	107	100	105	104	106	95	106
FC(F)(F)c1cc2n(n1)-c1ncc(Br)cc1Oc1ccccc1-2	85	82	83	95	92	77	80	60	98
O=C(CSc1nc2ccccc2c(=O)n1-c1ccccc1)N/N=C/c1ccc(N2CCCCC2)cc1	98	84	94	84	94	123	105	80	105
O=C(O)c1ccc(-n2cc(/C=N/Nc3ccc(Cl)cc3)c(-c3cc4ccccc4oc3=O)n2)cc1	88	86	89	78	97	109	90	86	91
Cc1cc(C)c([N+](=O)[O-])cc1N	99	83	112	101	102	99	99	99	100
CCCCCC(O)(CCCC)CCCC	97	110	x	91	102	120	93	103	105

Other records.
SMILES	SNB-19	HCT-116	SF-295	HCT-15	KM12	HCC-2998	SF-539	SNB-75	SW-620
CCn1cc(Nc2ncc3nnn(-c4ccc(C(=O)OC)cc4)c3n2)cn1	109	57	102	89	93	104	109	77	105
CCOc1ccc2nc(S(N)(=O)=O)sc2c1	104	106&92	124&107	106&99	109&98	125&109	113&111	102&96	115&122
Nc1ccc(OCC(=O)O)cc1	98	101	99	100	105	105	93	98	90
CCOC(=O)CN(c1sc(C)c(C)c1C(=O)OCC)S(=O)(=O)c1ccc(C)cc1	87	96	103	99	96	100	107	92	100
CC(C)(C)[Si](O[C@@H]1C(=O)N[C@@H]1/C=C/c1ccccc1)(c1ccccc1)c1ccccc1	92	57	88	76	82	94	96	76	92
CC(O)CCC1CCCO1 (stereo not given)	104	96	109	110	105	101	111	100	105
O=S(=O)(/N=c1\c2ccccc2cnn1C1=NCCN1S(=O)(=O)c1ccc(Cl)cc1)c1ccc(Cl)cc1	92	85	92	89	89	102	97	82	94
ClC1=C2C=CC=CC2C(Cl)(c2ccccc2)C2C1=C(Cl)c1ccccc1C2(Cl)c1ccccc1 (stereo not given)	109	98	120	100	102	100	105	91	108
CCSc1nc2nc[nH]c3nc(=N)nc([nH]1)c23	98	98	96	93	104	97	101	97	98
COc1ccc2sc3cccc(NCCN(C)C)c3c(=O)c2c1	14&64	-76*!	-32*	-29*!	-8.0*!	-83*!	-8.1*!	-6.3*!	-79*!
CC1SC(c2ccccc2)N(CCc2cccs2)C1=O (stereo not given)	73	43	49	67	61	68	87	56	73
CCSc1nc2scc(C)c2c(=O)[nH]1	96	101	99	104	103	106	99	90	104
CN(C)C(=S)SCC(N)=O	x	100	95	100	105	120	92	92	99
NOC(=O)CC[C@H](N)C(=O)O	94[20 µM]	97[20 µM]	101[20 µM]	100[20 µM]	110[20 µM]	108[20 µM]	95[20 µM]	74[20 µM]	110[20 µM]
C=C(C)[C@@H]1CC[C@]2(C(=O)N[C@H](C)C(=O)OC)CC[C@]3(C)[C@H](CC[C@@H]4[C@@]5(C)Cc6c([nH]c7ccccc67)C(C)(C)[C@@H]5CC[C@]43C)[C@@H]12	93	79	91	100	86	98	103	104	90
O=C(CCl)N1c2cccc3cccc(c23)N(C(=O)CCl)C1c1cn(-c2ccccc2)nc1-c1cccc([N+](=O)[O-])c1	97	37	103	86	101	104	97	85	35
C=C(C)[C@@H]1CC[C@]2(C(=O)O)CC[C@]3(C)[C@H](CC[C@@H]4[C@@]5(C)Cc6cc(Cc7ccc(Cl)cc7)oc6C(C)(C)[C@@H]5CC[C@]43C)[C@@H]12	93	95	91	94	95	95	100	87	99
CNC(=O)c1cc(Oc2ccc(CC(=O)Nc3cc(C(C)(C)C)nn3C)cc2)ccn1	65	34	37	83	59	75	67	68	87
CC(=O)OC1=Cc2sc3[nH]c(=S)n(-c4ccccc4)c(=O)c3c2CC1	94	101	101	96	101	106	102	92	102
Oc1ccccc1C=Nc1ccccc1O	104	103	108	90	81	89	109	105	104
C#CCN(C)CCCOc1ccc(NC(=O)CCCCCCCC(=O)NO)cc1Cl	99	99	99	103	100	109	95	96	112
CC(=O)Nc1ccc(S(=O)(=O)N/N=c2/sc3ccccc3n2C)cc1	98	104	105	104	104	105	104	86	114
CCCCc1ccc(NC(=O)/C=C\C(=O)O)cc1	93	104	115	102	106	103	103	97	106
Cc1nnc(NS(=O)(=O)c2ccc(N=Nc3cc4ccccc4c(C(=O)O)c3O)cc2)s1	104	115	105	103	100	x	106	95	118
COc1ccc(NC(=O)/C(=C/N2C(=O)/C(=C\C(C)=C\c3ccccc3)SC2=S)C(C)=O)cc1	92	90	89	97	90	100	97	101	111
COc1ccc(CNC(=O)C2CSC3c4ccccc4C(=O)N23)cc1 (stereo not given)	90	101	96	100	101	115	108	114	105
CCCCCN(CCCCC)CC(O)c1cc2c(c3ccc(Cl)cc13)CCCC2 (stereo not given)	88	53	91	65	78	73	87	98	60

11 consecutive compounds already listed, for reference:
SMILES	SNB-19	HCT-116	SF-295	HCT-15	KM12	HCC-2998	SF-539	SNB-75	SW-620
O=C1[C@@H]2Cc3c([nH]c4ccccc34)[C@H](c3ccc(Cl)cc3)N2C(=O)CN1C1CCN(CC2CCCCC2)CC1	91	87	103	92	99	102	97	73	93
C[C@H](c1nc2ccc(C#N)cc2[nH]1)[C@H]1CC[C@H]2[C@@H]3CCC4=CC(=O)CC[C@]4(C)[C@H]3CC[C@]12C	72	50	49	45	69	67	63	76	89
Nc1c(C(=O)Nc2ccc(Cl)cc2)sc2nc3c(cc12)C(=O)CCC3	97	102	87	95	106	117	109	105	97
CC(=O)c1sc(NC(=O)Nc2ccc(C)cc2C)nc1C	78	48	54	59	60	86	97	79	73
O=C(CSc1oc(-c2ccccc2)nc1S(=O)(=O)c1ccc(Br)cc1)Nc1ccc(F)cc1	33	53	44	83	76	96	32	36	79
COc1ccc(NS(=O)(=O)c2ccc(-c3cnc(C4CC4)o3)cc2)cc1	68	39	50	30	40	86	65	45	20
C[N+](C)(CCCCCC[N+](C)(C)CC(=O)NC(N)=O)CC(=O)NC(N)=O	104	88	95	99	101	98	93	83	108
O=c1c2cc(F)ccc2sc2c(NCCCN3CCOCC3)nc3ccccc3c12	92	91	100	93	100	108	99	82	104
Cc1nn(-c2ccc(F)cc2)c2nc(-c3ccc([N+](=O)[O-])cc3)[nH]c(=O)c12	98	98	108	105	94	105	100	97	100
O=C(Nc1ccc(NC(=O)c2cc(S(=O)(=O)Nc3ccc(C(F)(F)F)cc3)c(O)c(O)c2O)cc1)c1cc(S(=O)(=O)Nc2ccc(C(F)(F)F)cc2)c(O)c(O)c1O	100	108	103	104	102	106	103	99	113
Cc1ccc2c(O)c(O)cc(NC(C)CCCN)c2n1 (stereo not given)	88	35	91	116	109	60	15	108	73
